Screens from PubChem BioAssay.
GAA850 FXN act: frataxin GAA850 promoter activation | HEK293 lucGAA850 FXN promoter luciferase reporter, 24 h; percent of 10 µM SAHA response | activation, % at 6 µM | hit rate 0.56% among 360,000;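 active means activation above the average of all compounds screened plus 3 SD, cutoff fixed separately per campaign, cut at about 7.5% in these data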;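 further: 0% = DMSO wells and 100% = 10 µM SAHA wells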
hgDAF12 agonist: agonists of H. glycines DAF-12 nuclear receptor; HEK293 GAL4-hgDAF12 UAS-luciferase reporter, agonist luminescence; normalized to butyrate control; activation, % at 6.8 µM; hit rate 1.8% among 370,000; AID 687014;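 active means activation above a cutoff set at the mean of all screened compounds plus 3 SD, cut at about 10% in these data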;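 further: 0% = DMSO wells and 100% = sodium butyrate wells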
NPR2 activator: GC-B (human) receptor activation. HEK293-GC-B cells, CNP EC30, cGMP TR-FRET; 0% at EC30 CNP, 100% saturating CNP. activation, % at 10 µM. P20594. AID 1920062. hit rate 0.11% among 370,000;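 active means activation at 10 µM reaching about 35% in either raw or pattern-adjusted values, limit read from the data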
Target sequence (P20594 whole entry, looked up): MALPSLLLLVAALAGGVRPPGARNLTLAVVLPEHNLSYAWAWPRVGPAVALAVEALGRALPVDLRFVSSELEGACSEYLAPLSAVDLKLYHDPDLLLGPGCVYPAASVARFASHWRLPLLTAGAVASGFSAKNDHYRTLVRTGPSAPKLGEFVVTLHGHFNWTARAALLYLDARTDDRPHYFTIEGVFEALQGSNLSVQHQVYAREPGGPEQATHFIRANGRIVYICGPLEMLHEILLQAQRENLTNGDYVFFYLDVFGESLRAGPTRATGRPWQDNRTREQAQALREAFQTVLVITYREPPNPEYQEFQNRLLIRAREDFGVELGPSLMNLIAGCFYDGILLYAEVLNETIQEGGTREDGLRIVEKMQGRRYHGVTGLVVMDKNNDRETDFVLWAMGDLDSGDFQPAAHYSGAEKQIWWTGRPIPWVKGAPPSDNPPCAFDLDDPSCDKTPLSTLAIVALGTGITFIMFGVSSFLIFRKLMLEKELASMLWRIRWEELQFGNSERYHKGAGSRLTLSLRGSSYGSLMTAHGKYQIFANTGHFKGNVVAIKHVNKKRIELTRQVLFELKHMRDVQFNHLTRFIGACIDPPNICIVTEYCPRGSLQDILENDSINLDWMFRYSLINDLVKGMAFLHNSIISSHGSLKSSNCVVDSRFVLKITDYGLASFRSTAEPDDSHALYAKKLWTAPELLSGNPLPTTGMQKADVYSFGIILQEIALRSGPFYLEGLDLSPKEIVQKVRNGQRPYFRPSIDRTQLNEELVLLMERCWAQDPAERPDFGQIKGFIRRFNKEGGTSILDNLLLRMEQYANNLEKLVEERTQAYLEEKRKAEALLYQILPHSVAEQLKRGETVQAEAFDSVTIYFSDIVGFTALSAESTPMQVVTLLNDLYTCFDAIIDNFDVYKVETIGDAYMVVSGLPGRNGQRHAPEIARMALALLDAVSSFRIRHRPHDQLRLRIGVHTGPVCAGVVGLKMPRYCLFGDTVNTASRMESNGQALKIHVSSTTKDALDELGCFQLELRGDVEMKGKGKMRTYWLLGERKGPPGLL
hcDAF-12 act: H. contortus DAF-12 activation, primary screen | hit rate 1.4% among 370,000 | activation, % at 6.8 µM | HEK293 hcDAF-12 lit1-tk-luc reporter, luminescence; 0% DMSO, 100% Δ7-dafachronic acid;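 active means activation above the mean of all tested compounds plus 3 SD, cut at about 5.5% in these data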;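 further: 100% = response to 3 µM Δ7-dafachronic acid high control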
sPLA2-III inh: Blocks human group III sPLA2 activity; hit rate 0.56% among 370,000; inhibition, % at 12.2 µM; AID 743126; Q9NZ20; QFRET BODIPY PC-A2 liposome hydrolysis, fluorescence;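 active means inhibition above mean plus 3 SD of compounds lying within the high and low control bounds, cut at about 19% in these data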;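 further: 0% = median of test compound wells and 100% = no enzyme DMSO wells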
DAX1 inh-1: NR0B1 (DAX1) inhibition. P51843. HEK293 Gal4-DAX1 luciferase reporter, luminescence. inhibition, % at 6.75 µM. hit rate 0.99% among 340,000. AID 504766;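 active means inhibition above the mean over all tested compounds plus 3 SD, cut at about 4.2% in these data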;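 further: 0% = DAX1-transfected cells with DMSO and 100% = empty-vector control cells with DMSO; inhibition shows as a rise in luminescence from relieved DAX1 repression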
ADAM10 inh: inhibitors of human ADAM10; O14672; recombinant ADAM10, EDANS/DABCYL FRET peptide cleavage, 3 h; inhibition, % at 7 µM; hit rate 0.62% among 370,000; AID 720582;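 active means inhibition above a per-campaign cutoff equal to the mean of compounds falling between control-based bounds plus 3 SD, cut at about 20% in these data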;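 further: 0% = DMSO wells while the 100% control is not disclosed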
NPR1 activator: GC-A (human) enzyme activation | HEK293 GC-A cells, cGMP TR-FRET, EC30 ANP; 0% at EC30 ANP, 100% saturating ANP | activation, % at 10 µM | P16066 | hit rate 0.14% among 370,000; in the data active means activation above about 40%
ssDAF12 agonist: S. stercoralis DAF-12 activation, primary screen; HEK293 ssDAF-12/GRIP1 lit1-tk-luc reporter, luminescence; % of 3 µM dafachronic acid response; activation, % at 6.8 µM; hit rate 1% among 370,000; AID 652126;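 active means activation above the mean over all tested compounds plus 3 SD, cut at about 0.9% in these data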;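 further: 0% = DMSO-only wells and 100% = 3 µM delta7-dafachronic acid wells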
DAX1 inh-2: DAX1 (NR0B1) inhibition, primary screen | HEK293T StAR-luciferase reporter, SF-1/DAX-1 repression relief | inhibition, % at 6.8 µM | hit rate 1.1% among 370,000 | AID 652010;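 active means inhibition above the mean over all tested compounds plus 3 SD, cut at about 3.6% in these data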;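 further: 0% = DAX-1 cells with DMSO and 100% = cells lacking DAX-1 with DMSO; higher inhibition means more luminescence from relief of DAX-1 repression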
SMARCA2 act: SMARCA2 function activation, primary screen | MG213 cells, MMTV-luciferase reporter, dexamethasone, overnight | activation, % at 9.1 µM | hit rate 1% among 370,000 | AID 652017; in the data active means activation above about 7.8%;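 further: 0% = vehicle wells and 100% = reference activator wells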
Starred values were filed as active, the others as inactive; nt = not tested or not shown.

SMILES | GAA850 FXN act | hgDAF12 agonist | NPR2 activator | hcDAF-12 act | sPLA2-III inh | DAX1 inh-1 | ADAM10 inh | NPR1 activator | ssDAF12 agonist | DAX1 inh-2 | SMARCA2 act
COCCn1c(=NC(=O)c2nc3ccccc3s2)sc2cc(S(C)(=O)=O)ccc21 | 1.1 | -1.5 | 4 | -0.2 | 5 | 1.7 | -12 | 8 | -0.3 | -0.4 | -1
Cc1sc2ncn(CC(=O)NCCCC(=O)N3CCN(c4ccccc4F)CC3)c(=O)c2c1C | 0.0 | -0.9 | -10 | -0.1 | -5 | -1.5 | -3 | -12 | -1.3 | -0.3 | -3
CC(=O)Nc1cccc(C(=O)NNC(=O)c2n[nH]c(=O)c3ccccc23)c1 | 0.1 | 1.1 | 0 | 1.6 | 5 | 0.8 | -6 | 4 | -0.9 | -0.5 | 0
CCCCn1nc(C(=O)NCC2COc3ccccc3O2)c2ccccc2c1=O (stereo not given) | 1.1 | -2.4 | 4 | 0.1 | 10 | 1.6 | -8 | 5 | -1.0 | -0.8 | -4
N#C/C(=C\c1cccnc1)C(=O)Nc1ccc(S(N)(=O)=O)cc1 | 4.8 | 0.7 | -3 | 0.9 | -5 | 0.1 | -13 | 2 | -1.3 | -0.2 | -1
N/C(Cc1cccc2ccccc12)=N\OC(=O)c1ccc(Br)o1 | nt | -0.3 | 4 | 1.0 | 3 | nt | 2 | -1 | -0.7 | -0.5 | -1
COC(=O)c1ccc(C2C(Oc3ccccc3)C(=O)N2CCc2ccc(F)cc2)cc1 (stereo not given) | -5.8 | 1.1 | -12 | -0.7 | 1 | -0.1 | 0 | -5 | -1.8 | 0.3 | 0
CCCCn1c(N)c(N(CC(C)C)C(=O)c2cc(-c3ccncc3)nc3ccccc23)c(=O)[nH]c1=O | 0.6 | -0.6 | -3 | 2.2 | -6 | 0.9 | -10 | -2 | -1.0 | -0.2 | -1
O=C(Nc1cccc(NC(=O)c2ccc(-c3ccc(Br)cc3)o2)c1)c1ccco1 | -3.3 | -2.8 | 17 | -3.0 | -9 | -1.8 | -184 | 3 | -2.1 | -2.9 | -2
C(CCc1nn[nH]n1)CCC1CCCCC1 | 0.6 | -0.6 | 0 | -1.2 | -23 | 3.2 | 1 | 5 | 0.0 | -1.2 | 2
CCCN1CC(=O)N2C(c3cccc(OC)c3OC)c3[nH]c4ccccc4c3C[C@H]2C1=O (stereo not given in full) | -0.2 | -3.3 | 11 | 2.2 | -9 | -0.5 | 1 | -8 | -1.4 | 0.3 | -1
CCN1C(=O)c2cccc3c(N)ccc1c23 | 0.8 | 1.2 | -6 | -0.2 | 2 | 0.2 | -11 | -9 | -1.4 | -2.8 | 2
COc1ccc(OC)c(NC(=O)NCCN2CCN(c3ccccc3)CC2)c1 | 0.2 | -2.1 | -3 | -1.0 | 7 | -0.8 | -5 | 0 | -2.0 | -0.2 | -4
Cc1ccsc1C(=O)N1CCC1(C)C(=O)NS(=O)(=O)c1ccccc1 (stereo not given) | 0.8 | -3.0 | 0 | -1.0 | 0 | nt | -5 | 4 | -1.4 | 0.8 | -4
COc1ccc(CNC2CCN(Cc3ccccc3)CC2)cc1 | 3.4 | 1.4 | 1 | 3.4 | 2 | -0.2 | -2 | -2 | -1.6 | 0.0 | 4
CC(C)OP(=O)(c1ccc(N(C)C)cc1)C(O)c1ccc(Br)cc1 (stereo not given) | 0.9 | 0.7 | -6 | -0.7 | 1 | 0.2 | 2 | -11 | -1.4 | 0.2 | -2
O=C(CSc1nc2ccccc2c(=O)n1C1CC1)NCc1ccccc1 | -1.6 | -0.9 | 2 | -0.4 | 3 | 0.1 | 5 | -2 | -1.9 | -0.8 | -2
CC(C)(C)NC(=O)NC(=O)CN1CCN(c2ccccc2O)CC1 | -0.4 | -1.4 | 2 | 0.2 | -1 | -0.4 | 3 | 0 | -1.3 | -0.1 | 3
Nn1c(SCC(=O)Nc2c(Cl)cccc2Cl)nncc1=O | 0.9 | 0.9 | 3 | 0.9 | 1 | 1.9 | -2 | 1 | -0.8 | -0.7 | -3
CC(C)c1ccc(NC(=O)CN2CCN(C(=O)C3CCCO3)CC2)cc1 (stereo not given) | 4.3 | -1.1 | 1 | -1.1 | -7 | -0.2 | 4 | 4 | -1.5 | -0.2 | -1
Nc1cccc(Oc2cnccn2)c1 | 2.4 | -0.7 | 4 | 1.8 | -7 | 1.2 | 2 | 1 | -1.1 | -0.3 | -1
COc1ccccc1CNC(=O)COC(=O)CSc1ccc(C)c(C)c1 | -1.2 | -2.4 | 5 | -1.0 | -6 | 0.3 | -1 | 3 | -0.9 | 0.5 | -2
COc1cccc(C(C(=O)NC(C)(C)C)N(C(=O)CCC(=O)Nc2cc(C)on2)c2ccc3c(c2)OCCO3)c1OC (stereo not given) | -1.1 | -0.3 | -10 | -0.1 | 6 | -0.2 | -5 | -3 | -1.2 | -0.3 | -1
O=C(O)c1[nH]c2ccccc2c1-c1ccccc1 | -0.6 | 0.5 | 5 | -0.8 | -4 | 1.2 | -29 | 3 | -1.0 | 0.3 | -1
CCCCN(C)C(=O)c1cc2c(s1)-c1ccccc1S(=O)(=O)C2 | 4.8 | 0.3 | -8 | 0.3 | -22 | -2.1 | 7 | 0 | -0.9 | 0.2 | -2

A run of entries of the results above, as a working copy:
SMILES | GAA850 FXN act | hgDAF12 agonist | NPR2 activator | hcDAF-12 act | sPLA2-III inh | DAX1 inh-1 | ADAM10 inh | NPR1 activator | ssDAF12 agonist | DAX1 inh-2 | SMARCA2 act
COCCn1c(=NC(=O)c2nc3ccccc3s2)sc2cc(S(C)(=O)=O)ccc21 | 1.1 | -1.5 | 4 | -0.2 | 5 | 1.7 | -12 | 8 | -0.3 | -0.4 | -1
Cc1sc2ncn(CC(=O)NCCCC(=O)N3CCN(c4ccccc4F)CC3)c(=O)c2c1C | 0.0 | -0.9 | -10 | -0.1 | -5 | -1.5 | -3 | -12 | -1.3 | -0.3 | -3
CC(=O)Nc1cccc(C(=O)NNC(=O)c2n[nH]c(=O)c3ccccc23)c1 | 0.1 | 1.1 | 0 | 1.6 | 5 | 0.8 | -6 | 4 | -0.9 | -0.5 | 0
CCCCn1nc(C(=O)NCC2COc3ccccc3O2)c2ccccc2c1=O (stereo not given) | 1.1 | -2.4 | 4 | 0.1 | 10 | 1.6 | -8 | 5 | -1.0 | -0.8 | -4
N#C/C(=C\c1cccnc1)C(=O)Nc1ccc(S(N)(=O)=O)cc1 | 4.8 | 0.7 | -3 | 0.9 | -5 | 0.1 | -13 | 2 | -1.3 | -0.2 | -1
N/C(Cc1cccc2ccccc12)=N\OC(=O)c1ccc(Br)o1 | nt | -0.3 | 4 | 1.0 | 3 | nt | 2 | -1 | -0.7 | -0.5 | -1

Next part:
SMILES | GAA850 FXN act | hgDAF12 agonist | NPR2 activator | hcDAF-12 act | sPLA2-III inh | DAX1 inh-1 | ADAM10 inh | NPR1 activator | ssDAF12 agonist | DAX1 inh-2 | SMARCA2 act
O=C(CN1CCN(Cc2ccccc2F)C1=O)NCc1cccnc1 | 13* | 2.1 | 3 | 2.2 | -5 | 0.1 | -5 | 2 | -1.5 | -0.6 | -1
CCOC(=O)N1CCc2c(sc3c2c(=O)n(Cc2ccccc2)c(=O)n3Cc2ccc(C)cc2)C1 | -1.1 | -0.5 | 3 | -0.2 | 6 | 1.3 | -12 | 0 | -1.2 | 1.2 | -3
O=C1CCCN1CCCNc1ncnc2c1[nH]c1ccc(Cl)cc12 | 1.1 | -1.2 | 13 | -0.9 | 3 | -1.1 | -141 | 4 | -0.7 | 0.1 | 5
CCOC(=O)CCc1c(C)nc2cc(-c3ccc(F)cc3)[nH]n2c1=O | -0.5 | -1.3 | -6 | 1.2 | 2 | 0.4 | -5 | 1 | -1.8 | -0.7 | 0
COc1ccccc1CNC(=O)Cc1ccc(Br)cc1 | 6.3 | 0.2 | -6 | -1.1 | -6 | -0.8 | 0 | -6 | -1.3 | 0.0 | 0
CC(=O)n1c(Cl)c(NC(=O)CCl)c2ccccc21 | -5.2 | -7.2 | 5 | -0.8 | -4 | -2.0 | 0 | -2 | -1.6 | -3.4 | 6
O=C(CSc1nnc(COc2ccccc2)n1-c1ccc(Cl)cc1)Nc1ccc(OCc2ccccc2)cc1 | nt | 2.2 | 5 | -1.2 | -3 | nt | -3 | 3 | -1.3 | 0.4 | 5
CC1CCCN(CC(O)COCc2ccc3c(c2)OCO3)C1 (stereo not given) | 1.0 | 1.4 | -6 | -0.4 | 0 | -0.1 | 2 | 3 | -1.4 | -0.5 | -1
Cc1cc(S(=O)(=O)/N=C(\N)c2ccc(C(N)=O)cc2)cc(C)c1F | -1.0 | -2.0 | 3 | -2.2 | 9 | 0.2 | 7 | 1 | -0.9 | -0.1 | 0
COc1ccc(C2C(C(=O)NCc3ccccn3)CCC(=O)N2c2cc(OC)c(OC)c(OC)c2)cc1 (stereo not given) | 0.5 | 2.1 | 11 | 0.1 | 9 | 1.6 | -2 | 1 | -1.7 | 0.2 | -3
c1ccc(CCNCC2COc3ccccc3O2)cc1 (stereo not given) | 1.6 | 0.9 | -1 | 0.1 | -1 | 0.3 | -1 | 0 | -0.8 | -0.1 | 2
COc1ccccc1NS(=O)(=O)c1ccc(N2CCOCC2)c(N)c1 | 0.1 | 1.1 | 3 | -1.1 | 5 | 1.5 | 2 | -2 | -1.6 | 0.5 | -1
Cc1cc2nc(-c3cccc(Cl)c3)c(Cc3cccc(Cl)c3)n2c(C)c1Br | nt | 1.8 | -6 | 3.1 | -20 | nt | -4 | 3 | 0.3 | 1.0 | 1
O=C(Cn1cnnn1)NCCc1ccc(Cl)cc1Cl | 1.3 | -0.9 | 0 | -1.1 | 4 | 1.8 | -1 | 3 | -1.2 | 0.0 | -1
CCC(Cc1ccccc1)NC(=O)CCn1cccc1 (stereo not given) | -0.2 | 2.2 | -6 | -2.8 | -3 | 1.6 | 5 | 4 | -0.8 | -0.4 | -3
CCCS(=O)(=O)NC(=O)C1(C)CCCN(C(=O)c2ccccc2C(F)(F)F)C1 (stereo not given) | 2.0 | 2.0 | 3 | -1.0 | -3 | nt | 0 | 0 | -0.8 | 0.4 | 8.1*
O=C(Oc1ccc2c(c1)OCO2)c1cccs1 | 1.4 | -1.1 | 2 | 1.1 | -2 | 0.5 | 0 | 4 | -1.0 | 0.7 | -2
Cc1ccc(OCC(=O)NC2CCS(=O)(=O)C2)cc1 (stereo not given) | -0.2 | -1.0 | 0 | -0.8 | -1 | 1.2 | 1 | 7 | -1.0 | -0.1 | -1
CC1CN(CCc2ccccc2)c2nc3c(c(=O)n(CC(N)=O)c(=O)n3C)n2C1 (stereo not given) | 0.2 | -2.0 | -2 | -1.7 | 9 | 1.2 | -46 | 3 | -1.1 | -0.1 | -4
CN(CC(=O)N1CCN(c2ccccc2)CC1)C1CCCc2ccccc21 (stereo not given) | -0.1 | -2.0 | -1 | 3.9 | 0 | -1.3 | 2 | -2 | -0.6 | 0.9 | 2
Cc1ccc(OCC(=O)NNC(=O)c2ccc(-n3cncn3)c([N+](=O)[O-])c2)cc1 | 0.9 | 0.7 | 1 | 0.9 | -1 | 0.1 | -4 | 0 | -0.9 | 0.3 | -1
